Source: PubChem BioAssay
NS5 inhibitors – Dengue-2 NS5 methyltransferase inhibitors, primary screen, biochemical, confirmation dose response (AID 588689); Dengue-2 NS5 methyltransferase capping enzyme assay, biochemical; higher % means a stronger effect; inhibition, % at 25 µM; hits with a dose series show IC50 in µM; actives 0.3% (n = 340,000); in the data active = a potency from the dose series
Myeloid diff 2 – myeloid differentiation induction; ER-HoxA9 myeloid progenitors, lysozyme-GFP differentiation, flow cytometry; calls only at 10 µM; actives 1% (n = 360,000);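 active = normalized GFP-positive differentiation at or above the plate's own cutoff, the solvent-only control mean plus 3 SD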;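 also: cells exposed to compound for four days before flow analysis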
HIV fusion peptide – inhibitors of HIV fusion peptide binding, primary screen, biochemical, uHTS, fluorescence dequenching (AID 1986); cell-free peptide binding, fluorescence dequenching, 30 min; higher % means a stronger effect; actives 0.3% (n = 290,000); one-dose inhibition, % at 20 µM; IC50 in µM for titrated hits; in the data active = inhibition mostly above about 52%, no sharp cut-off; inactive = mostly below about 76%; also: some results filed as inactive read as strong as hits
AID2073 – inhibitors of Mint1-CaV2.2 protein interaction, biochemical, HTRF (AID 2073). inhibition, % at 20 µM, or IC50 in µM where a hit was titrated. actives 0.19% (n = 290,000). HTRF protein-protein interaction, Mint1-CaV2.2; higher % means a stronger effect; in the data active = inhibition mostly above about 51%, no sharp cut-off; also: some results filed as inactive read as strong as hits
Lipid droplet – modulators of hepatic lipid droplet formation; AML12 mouse hepatocytes, oleate lipid droplets, BODIPY imaging; inhibition, % at 6.5 µM; actives 0.4% (n = 240,000); AID 1656;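 active = lipid droplet intensity inhibited by at least 50%, with more than 500 cells counted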
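material = mouse AML12 hepatocyte cell line, fixed after treatment | also added = 100 µM oleic acid challenge | doses = compound at 6.5 µM only | schedule = overnight exposure | technique = Image-based BODIPY and DAPI two-channel analysis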
XIAP antagonists – small molecules displacing peptide from XIAP – biochemical, IAP family, fluorescence polarization (AID 1018). XIAP BIR domain, fluorescence polarization peptide displacement; higher % means a stronger effect. one-dose displacement, % at 20 µM; IC50 in µM for titrated hits. actives 0.007% (n = 200,000); in the data active = displacement above about 50%; also: a part of the inactive calls stands beside numbers as strong as those of hits
LYP phosphatase – PTPN22 lymphoid phosphatase activity blockers – biochemical, fluorescence intensity, uHTS (AID 1779) | recombinant LYP phosphatase, fluorescence intensity; higher % means a stronger effect | one-dose inhibition, % at 11.5 µM; IC50 in µM for titrated hits | actives 0.054% (n = 290,000);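 also: plate controls were vehicle with enzyme for no effect and no enzyme for full effect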
NOD2 inhibition – inhibition of NOD2-driven NF-kB reporter – cell-based, luminescence, uHTS, HEK293 (AID 1566) | inhibition, % at 4 µM, or EC50 in µM where a hit was titrated | actives 0.63% (n = 290,000) | HEK293 NOD2/NF-kB luciferase reporter, luminescence; higher % means a stronger effect; also: many of its hits are not listed in these tables
SIAH1 antagonists – blockers of Siah-1 interaction with plectin peptide – biochemical, fluorescence polarization, rhodamine-plectin, uHTS, primary screen (AID 1817). displacement, % at 20 µM, or IC50 in µM where a hit was titrated. Siah-1 / rhodamine-plectin peptide fluorescence polarization; higher % means a stronger effect. actives 0.02% (n = 290,000);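 active = displacement of at least 50% at 20 µM, with a fluorescence ratio check between 0.3 and a set limit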;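 also: plate controls were Siah plus tracer with DMSO for no effect and tracer alone without Siah for full effect; strong numbers were not always called active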
Lipid droplet cells 6.5 µM – also measured in Lipid droplet; calls as there; cell count; measured here: cell count, cytotoxicity flag;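 cells counted across two imaged fields per well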
NS5 inhibitors pilot replicate – recorded beside NS5 inhibitors, whose call it bears; inhibition, %; measured here: pilot screen replicate inhibition
Myeloid diff 2 GFP+ MAC1+ % – recorded beside Myeloid diff 2, whose call it bears; GFP+ MAC1+ double positive, %; measured here: differentiation confirmed by MAC1 staining
Active calls of the source: *; i = inactive; x = no result given. Rule as the data show it, unless noted: active = inhibition above about 50%; inactive = the rest. A portion of the library; count on the stated rates, not on these rows.

SMILES | NS5 inhibitors | Myeloid diff 2 | Myeloid diff 2 GFP+ MAC1+ % | HIV fusion peptide | AID2073 | Lipid droplet | Lipid droplet cells 6.5 µM | XIAP antagonists | LYP phosphatase | NOD2 inhibition | SIAH1 antagonists | others
O=C(NCCc1cccc(Cl)c1)c1ccc(Cl)c([N+](=O)[O-])c1 | -9% | i | 0.5 | 1.8% | -3% | -4 | 592 | -1.3% | 6% | -10% | 4%
CCOC(=O)C1=C(c2ccccc2)NC(SCC)=C(C#N)C1c1cccnc1 (centres undefined) | -6% | i | 1.6 | -0.7% | 26% | 24 | 600 | 0.7% | -1% | 0% | 0%
O=C(Cn1cc([N+](=O)[O-])cn1)NCc1ccc(-n2cccn2)cc1 | -7% | i | 0.5 | -1.2% | 1% | -9 | 753 | -2.9% | -7% | -4% | -3%
COc1ccc(CCNC(=O)CSc2nncs2)cc1 | 3% | i | 0.5 | -1.8% | 2% | 10 | 660 | -1.4% | -6% | -2% | 0%
COc1ccc(CCn2c(C)cc(C(=O)CSc3nnnn3-c3ccccc3)c2C)cc1 | -1% | i | 0.7 | 1.4% | 25% | 14 | 833 | -10% | 0% | 12% | 0%
O=C(NC1CCCCC1)c1ccccc1NC(=S)NC(=O)C1CC1 | -4% | i | 0.6 | 1.4% | -2% | -41 | 720 | -11% | 9% | -1% | 12%
CSc1ccccc1NC(=O)C1CCN(S(C)(=O)=O)CC1 | -1% | i | 0.6 | 0.8% | 11% | -10 | 815 | x | -7% | -1% | -1% | NS5 inhibitors pilot replicate=3.3
COC(=O)c1ccc(C23CC4(C2)[C@H](CN(Cc2ccc(-c5ccccc5)cc2)[C@@H]4c2ccccc2)C3c2ccc(C(F)(F)F)cc2)cc1 (some centres undefined) | x | x | x | 3.1% | -2% | 20 | 727 | x | -2% | -1% | -2%
C(=C\c1ccccc1)/C=N/Nc1nc(N2CCCCC2)nc(N2CCCCC2)n1 | 2% | i | 0.8 | 0.7% | 45% | x | x | -9.2% | -10% | 4% | 0%
O=C(CC1C(=O)NCCN1C(=O)Nc1ccc(C(F)(F)F)cc1)Nc1ccc(F)cc1 (centres undefined) | 12% | i | 0.3 | -0.1% | 8% | 7 | 686 | x | 4% | -27% | 1%
COc1ccc([C@@H]2C[C@@H](c3ccccc3)Oc3cc(OC)c(OC)c(OC)c32)cc1 | 0% | i | 1.1 | -1.6% | 4% | 3 | 639 | x | 4% | 10% | 5%
CN(C)CCNC(=O)Nc1ccc(Cl)c(Cl)c1 | 2% | i | 0.8 | -3.9% | -8% | x | x | -0.6% | -1% | 10% | 5%
Nc1nnc(Cc2ccc(F)cc2)s1 | -5% | i | 0.9 | 1.4% | 12% | 18 | 714 | x | -10% | -3% | -3%
Cc1cc(NC(=O)CSc2nnc(C3CC3)n2C)no1 | -3% | i | 1.4 | 0.8% | -10% | -2 | 834 | -6.2% | -9% | -23% | -4%
Cn1c(=O)[nH]c(=O)c2c1nc(SCc1ccccc1Cl)n2CC(N)=O | -3% | i | 0.7 | 2.1% | -1% | 3 | 795 | x | -12% | 14% | -2%
O=C(O)c1cc(O)ccc1N=Nc1ccccc1 | 14% | i | 0.3 | -2.2% | 10% | 11 | 691 | x | 0% | 20% | 8%
COc1cccc(N(C(=O)c2ccco2)C(C(=O)NC2CCCC2)c2ccc(N(C)C)cc2)c1 (centres undefined) | -4% | i | 0.7 | 0.0% | 6% | -54 | 543 | -4.6% | 0% | -21% | 7%
N#C/C(C(=O)N1CCOCC1)=C1/SC(Cc2ccc(F)cc2)C(=O)N1c1ccccc1 (centres undefined) | 11% | i | 0.6 | -0.1% | -10% | -3 | 752 | -1.5% | -3% | -6% | 3%
CC(C)NC(=S)N/N=C1\CCCc2ccccc21 | -11% | i | 0.9 | 0.8% | -18% | 6 | 705 | -3.4% | 6% | 4% | 2%
COc1ccc(NC(=O)CSc2nc3c(c(=O)n2-c2ccccc2)SCC3)c(OC)c1 | 3% | i | 1.7 | -0.3% | 5% | -21 | 692 | 0.7% | -2% | 6% | 4%
CCC(C)C(=O)Nc1nnc(SCC(=O)NC2CCCC2)s1 (centres undefined) | -2% | i | 1.5 | -0.2% | 0% | 6 | 797 | x | -6% | -2% | -4%
COc1ccc(S(=O)(=O)N2CCC(N3CCN(Cc4ccccc4)CC3)CC2)cc1 | 0% | i | 0.1 | 0.7% | 2% | 10 | 715 | -6.1% | -8% | -9% | 7%
Nc1cc(N)nc(SCc2ccc(Cl)cc2)n1 | -1% | i | 0.4 | 1.0% | 1% | 4 | 841 | x | -10% | -2% | -5% | NS5 inhibitors pilot replicate=2.1
O=C(Nc1cccnc1)c1cc2c(ccc3ccccc32)o1 | -1% | i | 0.5 | -0.8% | 5% | 0 | 733 | -2.8% | 1% | -143% | 24% | NS5 inhibitors pilot replicate=4.8
CC(C)(C)C1COc2ccccc2N1C(=O)c1ccccc1Cl (centres undefined) | -5% | i | 0.4 | -1.1% | 10% | -14 | 723 | x | -6% | 13% | 8%
COc1cccc(NC(=O)Nc2nnc(N3C(C)CCCC3C)s2)c1 (centres undefined) | -2% | i | 0.7 | 0.7% | 23% | 1 | 729 | x | 13% | -1% | 2%
O=C(CCC1CCCN(C(=O)COc2ccccc2)C1)N1CCN(c2ccccn2)CC1 (centres undefined) | -6% | i | 0.5 | 0.1% | -8% | -16 | 723 | -2.2% | -2% | -10% | -4%
CCOc1cccc(-c2c(C(=O)N/N=C(\C)c3cccs3)nnn2-c2nonc2N)c1 | -12% | i | 9.4 | 0.7% | 0% | -4 | 685 | x | 0% | 1% | -4%
O=C(OCC(=O)N1CCN(c2ccccc2)CC1)c1ccc(O)cc1O | -2% | i | 0.8 | -0.6% | 11% | -57 | 776 | x | -7% | -13% | -1%
O=C1OC(N2C(=O)CC[C@H]2C(=O)NCC2CCCO2)c2ccccc21 (some centres undefined) | -1% | i | 1.0 | 0.2% | 8% | x | x | x | -11% | -15% | 8%
COC(=O)Cc1ccc(NC(=S)N2CCCC(CO)C2)cc1 (centres undefined) | -2% | i | 0.9 | -1.4% | -20% | -13 | 633 | -0.3% | -5% | -37% | -1%
Cc1ccc(N2C(=O)CC(N(O)C3CC(=O)N(c4ccc(C)cc4)C3=O)C2=O)cc1 (centres undefined) | 2% | i | 0.3 | -0.9% | 0% | 1 | 787 | -4.7% | -13% | 6% | -5%
CC(C)c1nnc(NC(=O)c2ccc(S(=O)(=O)N3CCOCC3)cc2)s1 | -4% | i | 1.2 | -0.4% | 3% | 7 | 673 | 0.4% | -2% | -11% | -3%
CCC(=O)NCCc1nc2ccccc2n1CC | 0% | i | 3.2 | 1.5% | 2% | -3 | 665 | -3.0% | -4% | -5% | 3%
CCOc1ccc2nc(NC(=O)C(NS(=O)(=O)c3cccs3)C(C)C)sc2c1 (centres undefined) | 0% | i | 5.8 | -0.2% | -9% | 3 | 682 | -5.3% | 2% | -15% | 1%
CCOC(=O)n1c(=O)oc2cc(S(=O)(=O)N3CCCCC3)ccc21 | 1% | i | 1.1 | 1.4% | 19% | -1 | 757 | -3.0% | -6% | -12% | 10%
Nc1ccc(S(=O)(=O)NNC(=O)C(=O)NNc2ccccc2)cc1 | -10% | i | 0.8 | 4.6% | -5% | 11 | 660 | -3.9% | 0% | -176% | 2%
CCCCOC(=O)NCN1C(=O)C2C3C=CC(C3)C2C1=O (centres undefined) | -1% | x | x | 2.0% | 12% | 11 | 741 | -3.1% | 0% | 8% | 4%
O=C(N1CCOCC1)C12CC3CC(C1)CC(c1ccccc1)(C3)C2 | -4% | i | 1.1 | -0.6% | 12% | x | x | -3.1% | -7% | 7% | 2% | NS5 inhibitors pilot replicate=4.2
O=C(COC(=O)c1ccccc1Oc1ccccc1)NC1CC1 | -2% | i | 0.1 | 0.6% | 1% | 19 | 671 | -4.2% | -1% | 7% | 2%
COc1ccc(CN2CCCC(CO)(Cc3ccc(F)cc3)C2)cc1C (centres undefined) | -6% | i | 0.1 | 1.2% | 4% | -13 | 774 | x | -2% | -38% | 0%
O=C(NCCN1C(=O)C2C3C=CC(C3)C2C1=O)N1CCCCC1 (centres undefined) | 0% | i | 3.7 | -1.2% | 2% | -1 | 604 | -6.1% | -1% | -3% | -2%
O=C(OCc1cccc([N+](=O)[O-])c1)c1ccc[nH]c1=O | -4% | i | 0.6 | -0.9% | 8% | 7 | 778 | x | -9% | 4% | -3%
CC(=O)Cc1cc(O)c2ccccc2c1OC(=O)c1ccccc1 | -1% | i | 0.6 | -2.9% | 11% | 35 | 712 | -1.1% | -4% | 28% | -2%

Of the compounds above, these contain a halogen:
SMILES | NS5 inhibitors | Myeloid diff 2 | Myeloid diff 2 GFP+ MAC1+ % | HIV fusion peptide | AID2073 | Lipid droplet | Lipid droplet cells 6.5 µM | XIAP antagonists | LYP phosphatase | NOD2 inhibition | SIAH1 antagonists | others
O=C(NCCc1cccc(Cl)c1)c1ccc(Cl)c([N+](=O)[O-])c1 | -9% | i | 0.5 | 1.8% | -3% | -4 | 592 | -1.3% | 6% | -10% | 4%
COC(=O)c1ccc(C23CC4(C2)[C@H](CN(Cc2ccc(-c5ccccc5)cc2)[C@@H]4c2ccccc2)C3c2ccc(C(F)(F)F)cc2)cc1 (some centres undefined) | x | x | x | 3.1% | -2% | 20 | 727 | x | -2% | -1% | -2%
O=C(CC1C(=O)NCCN1C(=O)Nc1ccc(C(F)(F)F)cc1)Nc1ccc(F)cc1 (centres undefined) | 12% | i | 0.3 | -0.1% | 8% | 7 | 686 | x | 4% | -27% | 1%
CN(C)CCNC(=O)Nc1ccc(Cl)c(Cl)c1 | 2% | i | 0.8 | -3.9% | -8% | x | x | -0.6% | -1% | 10% | 5%
Nc1nnc(Cc2ccc(F)cc2)s1 | -5% | i | 0.9 | 1.4% | 12% | 18 | 714 | x | -10% | -3% | -3%
Cn1c(=O)[nH]c(=O)c2c1nc(SCc1ccccc1Cl)n2CC(N)=O | -3% | i | 0.7 | 2.1% | -1% | 3 | 795 | x | -12% | 14% | -2%
N#C/C(C(=O)N1CCOCC1)=C1/SC(Cc2ccc(F)cc2)C(=O)N1c1ccccc1 (centres undefined) | 11% | i | 0.6 | -0.1% | -10% | -3 | 752 | -1.5% | -3% | -6% | 3%
Nc1cc(N)nc(SCc2ccc(Cl)cc2)n1 | -1% | i | 0.4 | 1.0% | 1% | 4 | 841 | x | -10% | -2% | -5% | NS5 inhibitors pilot replicate=2.1
CC(C)(C)C1COc2ccccc2N1C(=O)c1ccccc1Cl (centres undefined) | -5% | i | 0.4 | -1.1% | 10% | -14 | 723 | x | -6% | 13% | 8%
COc1ccc(CN2CCCC(CO)(Cc3ccc(F)cc3)C2)cc1C (centres undefined) | -6% | i | 0.1 | 1.2% | 4% | -13 | 774 | x | -2% | -38% | 0%
